# tim10-1 inh: inhibits growth of tim10-1 mutant yeast; S. cerevisiae tim10-1 ts strain growth, BacTiter-Glo, 24 h; hit rate 2.2% among 330,000; inhibition, % at 20 µM; AID 463190;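 active = inhibition of at least 40%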;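 also: mutant grown at 25 °C; 0% = DMSO wells with yeast and 100% = wells holding no yeast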
# XBP1 UPR activ: activators of adaptive arm of unfolded protein response (XBP1). CHO-XBP1 luciferase reporter, IRE1-XBP1 UPR activation, luminescence; percent of tunicamycin response, DMSO as zero. hit rate 0.33% among 330,000. activation, % at 20 µM. AID 463104;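 active = versus positive control, 20 µM dose yields 30% or more activation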;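 also: 100% = tunicamycin at 10 µg/mL and 0% = DMSO only wells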
#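 assay system = CHO-XBP1 luciferase reporter cells | amount = 1000 cells/well | buffer or medium = F12 plus 10% FBS | compound dosing = single point, 20 µM final compound, 1% DMSO | incubation = 16-18 h cell attachment at 37 °C, then 6 h compound exposure | detection = Steady-Glo luminescence read | controls = tunicamycin 10 µg/mL and vehicle-only wells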
# CXCR6 inh: blocks human CXCR6 beta-arrestin recruitment; inhibition, % at 20 µM; hit rate 0.36% among 360,000; O00574; CHO-K1 PathHunter CXCR6 beta-arrestin, luminescence; AID 602244; in the data active = inhibition above about 34%, passing the limit was not always enough;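 also: antagonist mode with CXCL16 agonist at 10 nM final; 0% = 10 nM CXCL16 with DMSO and 100% = unstimulated wells without agonist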
# Target sequence (O00574 whole entry, looked up): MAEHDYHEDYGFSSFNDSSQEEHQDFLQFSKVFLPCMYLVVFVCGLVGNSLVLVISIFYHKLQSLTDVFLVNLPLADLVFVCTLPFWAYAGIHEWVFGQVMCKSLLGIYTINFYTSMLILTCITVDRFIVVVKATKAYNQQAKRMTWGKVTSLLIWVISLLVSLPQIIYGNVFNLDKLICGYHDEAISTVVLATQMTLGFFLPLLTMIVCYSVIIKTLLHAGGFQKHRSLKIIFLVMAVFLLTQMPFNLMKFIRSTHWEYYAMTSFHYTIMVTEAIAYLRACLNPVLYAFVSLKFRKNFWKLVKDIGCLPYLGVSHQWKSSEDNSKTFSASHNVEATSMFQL
# tim23-1 inh: growth inhibitors of tim23-1 mutant yeast; S. cerevisiae tim23-1 growth, BacTiter-Glo luminescence, 24 h; inhibition, % at 20 µM; hit rate 1.3% among 330,000; AID 463212;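 active = growth inhibition of the mutant yeast at or above 50%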;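 also: temperature-sensitive mutant grown at 25 °C; plate controls were DMSO-treated mutant yeast for no effect and medium wells lacking yeast for full effect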
# UPR CHOP act: activators of apoptotic arm of unfolded protein response (CHOP). CHO-CHOP luciferase reporter, UPR activation, luminescence; percent of tunicamycin response over DMSO baseline. activation, % at 10 µM. hit rate 0.34% among 330,000. AID 449763;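 active = at 10 µM dose, activation of 40% or more, normalized to positive control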;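 also: 100% = tunicamycin at 10 µg/mL and 0% = DMSO alone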
#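 assay system = CHO CHOP reporter cells | amount = 500 CHO-CHOP cells per well | buffer or medium = F12 with 10% FBS | incubation = 16-18 h cell attachment, then 6 h compound exposure, 37 °C | detection = luminescence read with Steady-Glo | read-out = percent activation relative to tunicamycin control | controls = tunicamycin high control, DMSO low control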
# Mdm2 MdmX PPI: disrupts the human Mdm2-MdmX interaction; O15151+Q00987; inhibition, % at 8 µM; SaOS-2 split-luciferase Mdm2/MdmX complementation, luminescence; hit rate 3% among 330,000;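 active = inhibition of at least 50% at 8 µM in the primary screen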
# TIM10 inh: growth inhibitors of TIM10 yeast strain; S. cerevisiae TIM10 strain growth, BacTiter-Glo luminescence, 24 h; inhibition, % at 10 µM; hit rate 1.4% among 330,000;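 active = inhibition of 40% or more at the single tested concentration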;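 also: wild-type TIM10 isogenic control strain grown at permissive 25 °C; 0% = DMSO yeast wells and 100% = minimal medium wells without yeast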
# APJ antag: APJ receptor antagonism. CHO-K1 APJ beta-arrestin complementation, luminescence. P35414. inhibition, % at 20 µM. hit rate 0.32% among 330,000;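 active = inhibition above about 40% at 20 µM, limit read from the data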;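 also: cells challenged with 10 nM apelin-13 agonist together with compound; plate controls were apelin-13 plus DMSO wells for no effect and DMSO wells lacking apelin-13 for full effect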
# Target sequence (P35414 whole entry, looked up): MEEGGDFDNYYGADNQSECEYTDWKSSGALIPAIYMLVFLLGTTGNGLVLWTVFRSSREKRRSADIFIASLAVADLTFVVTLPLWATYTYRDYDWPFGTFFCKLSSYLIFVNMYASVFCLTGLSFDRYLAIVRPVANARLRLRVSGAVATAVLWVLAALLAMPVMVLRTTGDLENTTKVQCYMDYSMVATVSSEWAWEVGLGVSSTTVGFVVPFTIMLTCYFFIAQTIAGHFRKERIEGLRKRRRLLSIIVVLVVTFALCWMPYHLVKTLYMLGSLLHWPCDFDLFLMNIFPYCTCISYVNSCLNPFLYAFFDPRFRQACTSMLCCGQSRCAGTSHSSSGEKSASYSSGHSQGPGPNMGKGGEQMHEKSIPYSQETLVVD
# APJ agonist: agonists of human APJ apelin receptor; P35414; CHO-K1 APJ PathHunter beta-arrestin, luminescence; 0% DMSO wells, 100% apelin; activation, % at 20 µM; hit rate 0.11% among 330,000; AID 2520;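 active = activation more than six SD over the plate average, tested at 20 µM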;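 also: 0% = DMSO alone and 100% = apelin-13 at 10 nM; some results filed as inactive read as strong as hits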
#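 Assay system – PathHunter CHO-K1 APJ (AGTRL-1) beta-arrestin reporter cells · Compound – one dose, 20 µM compound, 1% DMSO · Timing – compound 90 min 25 °C, reagent 1 h · Measured by – luminescence from split beta-galactosidase complementation, Galacton Star/Emerald II substrate · Measure – beta-arrestin recruitment to APJ as agonist activity, luminescent signal · Benchmarks – DMSO vs Apelin-13 10 nM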
# Numbers without * were called inactive. The list is partial; rates above refer to the full screens.
SMILES,tim10-1 inh,XBP1 UPR activ,CXCR6 inh,tim23-1 inh,UPR CHOP act,Mdm2 MdmX PPI,TIM10 inh,APJ antag,APJ agonist
COc1ccc(Cc2noc(CN(C)CCN3CCc4ccccc4C3)n2)cc1OC,11,-1,4,-1,-0.5,9,2,9,-2
CCN(c1ccc(NC(=O)COC(=O)c2ccc(S(=O)(=O)N3CCCC3)cc2)cc1)C(C)C,-1,0,5,-4,1.0,3,-12,-10,-4
O=C(Nc1cc(S(=O)(=O)N2CCOCC2)ccc1N1CCOCC1)c1c(F)cccc1Cl,4,-3,3,14,-0.6,20,2,9,-6
FC(F)(F)c1ccc(Cl)c(N/N=C/c2ccc(N3CCOCC3)s2)c1,26,-3,-2,23,-0.8,-6,16,2,2
O=C(c1n[nH]c(=O)c2ccccc12)N1CCN(c2ccccc2)CC1,5,-3,1,7,-0.9,4,5,24,-4
O=C(c1ccccc1Cc1ccccc1)N1CCN(S(=O)(=O)c2ccccc2)CC1,4,-6,3,5,0.0,10,13,-34,2
CC1CCN(Cc2cc(=O)oc3ccc4ccccc4c23)CC1,23,2,6,40,4.1,31,16,8,0
COc1cccc(N(CC(=O)NC2CCCCC2)C(=O)CCC(=O)Nc2nccs2)c1,0,-2,4,16,0.4,-20,11,-7,1
COc1cc(Cl)cc(CN2CCC(CCC(=O)NC3CC3)CC2)c1OC,-15,0,7,-7,-0.3,5,-8,5,-1
Cc1ccc(/C=N/Nc2ccc(F)cc2)s1,12,0,-4,25,1.4,-3,10,10,-3
CCOc1ccccc1NC(=O)CCS(=O)(=O)c1ccc(OC)cc1,36,-1,-4,38,-0.5,-6,29,15,-3
CN(Cc1cnccn1)C(=O)CC1C(=O)NCCN1CC(c1ccccc1)c1ccccc1 (configuration not stated),5,-2,7,25,-0.1,-17,15,2,0
COc1cccc(NC(=O)Cn2c(=O)oc3ccccc32)c1,6,-3,2,20,-1.1,13,3,23,-4
O=C(CN1CCOCC1)NCc1ccc(F)cc1,14,0,2,4,-1.6,-16,-2,8,-1
Cc1ccc(S(=O)(=O)Cn2nnnc2C(CC(C)C)N2CCN(C)CC2)cc1 (configuration not stated),7,-2,-4,7,0.0,-11,7,-6,-1
Cc1c(NC(=O)c2c(NC(=O)CNC3CC3)sc3c2CCCC3)c(=O)n(-c2ccccc2)n1C,33,2,-3,11,0.9,11,9,1,-3
O=C(Nc1ccc(F)cc1)C1COc2ccccc2O1 (configuration not stated),-2,6,4,10,2.8,-12,16,7,-2
CC(C)(C)c1nn2cnnc2n(/N=C/c2ccc(O)cc2)c1=O,9,-1,-3,3,0.4,-7,1,-12,0
COc1cccc2cc(-c3nnc(SCC(=O)NCCc4ccccc4)n3C)oc12,14,0,2,-4,1.8,31,2,1,-2
CC(C)Oc1cccc(C(=O)C2CCCN(C(=O)c3cncs3)C2)c1 (configuration not stated),18,-4,5,5,1.1,-21,-4,9,-4
COc1ccc(C2CCN(CC(=O)N(C)C)CC2O)cc1 (configuration not stated),7,-1,-14,16,-1.7,5,5,-8,-2
O=C(COC(=O)c1ccc2ncsc2c1)Nc1ccccc1Br,-14,-2,-6,21,0.3,23,-10,5,-2
Cc1nc(NC(=O)COC(=O)C2CC2C)c(Cl)cc1Cl (configuration not stated),0,-1,-5,1,1.8,4,5,2,-1
CCOC(=O)c1c(C)oc2c1c(C(c1cccnc1)N1CCOCC1)c(O)c1ccccc12 (configuration not stated),18,4,-10,35,70*,76*,25,-26,1
CCOc1cc(C2c3c(-c4ccccc4)n[nH]c3C(=O)N2c2ccc(C(=O)O)cc2)ccc1O (configuration not stated),11,-5,15,4,45*,-3,10,-2,-4

# New compounds follow:
SMILES,tim10-1 inh,XBP1 UPR activ,CXCR6 inh,tim23-1 inh,UPR CHOP act,Mdm2 MdmX PPI,TIM10 inh,APJ antag,APJ agonist
NC(=O)c1c(/N=C/c2cccs2)sc2c1CCCC2,26,5,0,39,7.0,-24,27,-4,0
Cc1cc(C)nc(SCC(=O)Nc2cc(C)on2)n1,7,1,6,5,1.2,-2,-2,7,-1
CC(=O)NCCn1c(SCc2ccc(C)cc2C)nc2ccccc2c1=O,40*,0,2,56*,-0.5,-26,34,-6,-3
CCCCNC(=S)Nc1ccc([N+](=O)[O-])cc1,50*,0,9,22,3.9,26,23,3,-4
CN(C)C(=S)c1ccccc1,0,0,-3,0,1.4,10,11,5,1
CCCn1c(=O)c2c(C(F)(F)F)cc(-c3ccco3)nc2n(CCC)c1=O,7,2,2,4,1.3,0,-10,-13,-2
CNC(=O)c1csc(-c2ccc(Cl)cc2)n1,-2,1,2,6,2.2,15,2,9,-3
CN(C)S(=O)(=O)c1cccc(C(=O)OCC(=O)N2c3ccccc3NC(=O)C2(C)C)c1,1,-2,1,8,-1.5,0,10,-6,4
CCOC(=O)N1CCN(C(=O)c2cn(C)c3ccc(S(=O)(=O)N4CCCC4)cc3c2=O)CC1,4,1,0,3,0.5,19,-2,18,-2
Oc1cccc(NC(=S)N=Nc2c(O)[nH]c3ccccc23)c1,2,2,14,17,4.1,10,8,29,-5
CS(=O)(=O)N(CC(=O)Nc1ccccc1C(=O)N1CCOCC1)c1ccc(Cl)cc1,-13,-1,-4,6,-1.1,2,-15,0,-5
CCc1ccc(OCC(=O)Nc2ccc(S(=O)(=O)Nc3ccccn3)cc2)cc1,-22,-3,-7,5,-1.0,18,11,10,-2
COc1ccccc1CNC(=O)CN1CCN(Cc2ccc(Cl)cc2)C1=O,5,-1,-1,19,2.1,-18,-2,-63,-2
COc1cc(OC)c2cc(C(=O)N/N=C/c3cccc(OC)c3O)[nH]c2c1,15,0,5,7,-2.6,69*,11,-20,-4
CCCN1CCN(C(=S)Nc2sc(CC)cc2C(=O)OC)CC1,19,-1,4,25,0.1,30,30,-1,-1
COc1ccc(CCNC(=O)Cc2cccs2)cc1,-7,-4,9,-1,-0.7,15,-18,-3,-4
COc1ccc(NC(=O)c2cc(=O)[nH]c3ccccc23)cc1,5,0,-2,-3,1.1,6,-11,14,-5
COc1ccc(CN2C(=O)c3cccnc3C2=O)cc1S(=O)(=O)NC1CCCCC1,0,-4,-2,-4,-1.4,16,-1,5,-1
CC(C)CNC(=O)CSc1ccc(S(=O)(=O)N(C)C2CCCCC2)cn1,26,-1,-1,33,1.6,18,11,18,5
COc1ccc(C(=O)NCCC(=O)NCc2cc(=O)n(C)c(=O)n2C)cc1,13,-2,-7,10,0.1,4,0,-8,-3
Cc1nc2sc(C(c3ccco3)N3CCN(c4ccc(F)cc4)CC3)c(O)n2n1 (configuration not stated),4,-2,0,6,-0.1,10,-4,8,-3
O=C1c2ccccc2C(=O)N1c1ccccc1S(=O)C(F)(F)F (configuration not stated),6,0,3,4,-1.0,-13,-11,6,3
O=C(CC1C(=O)NCCN1Cc1c(F)cccc1Cl)NCCc1ccccn1 (configuration not stated),4,0,-1,13,-1.2,15,-6,16,1
Clc1cccc(-c2nnc(-c3ccno3)o2)c1,-13,0,8,9,1.3,5,-12,-4,0
C=CCN1C(=O)C(CC(=O)Nc2ccc(OC)cc2)N(Cc2ccco2)C1=S (configuration not stated),28,0,-3,26,0.4,-14,2,36,-4

# Three compounds out of the list, ordered by number of heavy atoms, smallest number first.
SMILES,tim10-1 inh,XBP1 UPR activ,CXCR6 inh,tim23-1 inh,UPR CHOP act,Mdm2 MdmX PPI,TIM10 inh,APJ antag,APJ agonist
O=C(Nc1ccc(F)cc1)C1COc2ccccc2O1 (configuration not stated),-2,6,4,10,2.8,-12,16,7,-2
CC(C)CNC(=O)CSc1ccc(S(=O)(=O)N(C)C2CCCCC2)cn1,26,-1,-1,33,1.6,18,11,18,5
Cc1ccc(S(=O)(=O)Cn2nnnc2C(CC(C)C)N2CCN(C)CC2)cc1 (configuration not stated),7,-2,-4,7,0.0,-11,7,-6,-1

# (continued)
SMILES,tim10-1 inh,XBP1 UPR activ,CXCR6 inh,tim23-1 inh,UPR CHOP act,Mdm2 MdmX PPI,TIM10 inh,APJ antag,APJ agonist
CC(C)NC(=O)CN(Cc1ccc(F)cc1)C(=O)CCC(=O)Nc1nccs1,-30,1,6,-10,0.0,6,1,-4,-3
COC(=O)C1CSC(C(=O)OC)N1C(=O)Nc1ccccc1 (configuration not stated),2,0,2,3,0.7,-16,8,2,0
O=C(O)CC(CNS(=O)(=O)c1ccccc1)c1ccccc1 (configuration not stated),10,-1,-6,8,1.9,22,-3,9,-4
O=C(c1cnccn1)N(Cc1cccs1)C1(C(=O)NC2CCCC2)CCCCC1,12,-2,3,20,-1.2,-25,19,7,-1
COC(=O)c1c(N2C(=O)CCC2=O)sc2c1CCCC2,10,2,1,16,-1.4,-15,9,13,0
Cc1cccc(N2C(=O)C(O)=C(C(=O)c3cccs3)C2c2ccc(C(C)C)cc2)n1 (configuration not stated),13,-1,10,7,2.8,8,4,3,-4
CCCNC(=S)N1CCN(C(c2ccccc2)c2ccccc2)CC1,23,-1,15,28,-0.3,16,14,4,11
CC1CCC(NC(=O)CNC(=O)c2ccc3ccccc3c2)CC1 (configuration not stated),-7,1,3,11,1.6,-25,-8,-8,-4
Cc1nc(Nc2ccc(S(N)(=O)=O)cc2)sc1C(=O)Nc1ccccc1,6,-3,-11,10,0.1,26,-6,-4,-1
O=c1[nH]c2ccc(S(=O)(=O)NCc3ccccc3)cc2[nH]1,-10,-1,6,7,-0.2,13,2,-1,-3
CCOc1ccc2nc(N3CCC(C(=O)Nc4nnc(CC)s4)CC3)sc2c1,9,11,3,-9,8.6,-29,1,-13,-1
COc1cc2nc(Nc3ccc(F)cc3)nc(N)c2cc1OC,22,15,-10,7,6.1,0,-8,1,4
COCC1CCN(C(=O)c2ccc3oc(CCCc4ccccc4)nc3c2)C1 (configuration not stated),27,-1,-4,18,4.1,-12,16,-7,1
O=C(NCCc1ccccn1)c1n[nH]c(=O)c2ccccc12,3,2,-7,6,0.7,18,4,17,-4
CCC(C(=O)c1ccc2ncccc2c1)c1ccccc1 (configuration not stated),-1,7,-2,-57,-0.6,4,-7,10,-4
CC(C)CCNC(=O)C1CC(=O)N(C2CCCC2)C1 (configuration not stated),1,-2,2,6,-1.1,9,-6,10,-4
COc1ccc2oc(C(=O)N(C)Cc3ccc(OC(F)F)cc3)c(C)c2c1,16,-4,1,27,1.8,11,2,4,-5
N#Cc1cc(Cl)c(N2CCOCC2)cc1C#N,2,-1,-4,4,1.0,12,-1,17,-1
COC(=O)C1=C(C)N(CCCC(=O)O)C(=O)NC1c1cccc2ccccc12 (configuration not stated),-2,2,-12,11,-1.2,15,3,-1,-5
